HP1b binding inh: blocks HP1-beta chromodomain binding to methylated histone tails; 390,000 tested, 0.56% active; P83916; Potency, µM (series often up to 114 µM), inactives show at the top dose activity change, negative = inhibition, most hits filed as inhibitors; AlphaScreen HP1-beta / biotin-H3K9me3 peptide binding; also: potency is read from the fitted curve at half-maximal effect; nearly all actives have a fitted effect of over 70% in size; inactives centre near 23
Target sequence (P83916 whole entry, looked up): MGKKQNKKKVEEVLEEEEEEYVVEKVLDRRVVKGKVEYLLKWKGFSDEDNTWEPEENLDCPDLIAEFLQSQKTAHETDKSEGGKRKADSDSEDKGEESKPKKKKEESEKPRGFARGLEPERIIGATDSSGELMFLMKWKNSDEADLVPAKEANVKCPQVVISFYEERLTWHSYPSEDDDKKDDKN
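AlphaScreen: HP1-beta (50 nM) preformed 30 min with biotin-H3(1-18)K9me3 peptide (50 nM) in PBS pH 7.4, 0.01% Tween-20. Compound added for 30 min at RT, then streptavidin donor/nickel chelate acceptor beads (10 ug/mL) for 30 min.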
Pin1 inh: human Pin1 inhibition; AID 504891; Q13526; Potency, µM (highest dose often 115 µM), for the others: top-dose activity, negative = inhibition, actives largely listed as inhibitors; Pin1 FP peptide displacement, HiFluor488, 10 min; 390,000 tested, 0.009% active; active = well fitted inhibition curve with a large enough effect in the polarisation, with a control signal flat, not every such curve was filed as active; inconclusive = small, poorly fitted or top-dose-only effect, or effect the other way, or a change in a side signal; inactive = no such curve, though single readings can be large or run the other way; the % refers to the polarisation; also: potency is read from the fitted curve at half-maximal effect; % is scaled to controls: 0 for no effect and ±100 for the full control effect
Target sequence (Q13526 whole entry, looked up): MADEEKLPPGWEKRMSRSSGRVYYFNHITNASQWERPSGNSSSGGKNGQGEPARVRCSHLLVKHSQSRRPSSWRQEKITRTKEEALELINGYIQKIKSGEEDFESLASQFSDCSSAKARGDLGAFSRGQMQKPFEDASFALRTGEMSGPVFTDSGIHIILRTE
Tb PGK inh: T. brucei PGK inhibition. Potency, µM (titrated, usually from 57.5 µM), for inactives: top-dose activity change, negative = inhibition, usual class: inhibitors. AID 602233. PGK/GAPDH coupled, Kinase-Glo luminescence, 60 min. 380,000 tested, 0.043% active. P07378; also: potency is read from the fitted curve at half-maximal effect; % is scaled to controls: 0 for no effect and ±100 for the full control effect; nearly all actives have a fitted effect of over 60% in size
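Recombinant glycosomal PGK reaction used 1,3-bisphosphoglycerate generated in-well by GAPDH (100nM final) in 100mM TEA pH 7.6, 5mM MgCl2, 0.01% Tween-20. After 60 minutes at room temperature, ATP was read by Kinase-Glo Plus luminescence end-point.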
JMJD2A Tudor: blocks the human JMJD2A Tudor domain. O75164. AlphaScreen JMJD2A-Tudor / H3K4me3 peptide binding. Potency, µM (doses to about 114 µM), for the others: top-dose activity change, negative = inhibition, most hits filed as inhibitors. 390,000 tested, 4.4% active; also: potency is read from the fitted curve at half-maximal effect; % is scaled to controls: 0 for no effect and ±100 for the full control effect; nearly all actives have a fitted effect of over 50% in size
ERG-DNA inh: blocks human ERG Ets domain binding to DNA; fluorescence polarization, His-ERG Ets domain / labelled DNA; 370,000 tested, 0.028% active; AID 624246; P11308; Potency, µM (doses to about 76.9 µM), for inactives: at the highest dose FP activity, negative = inhibition, most hits filed as inhibitors; active = well fitted inhibition curve with a large enough effect in the polarisation, with a control signal flat; inconclusive = small, poorly fitted or top-dose-only effect, or effect the other way, or a change in a side signal; inactive = no such curve, though single readings can be large or run the other way; the % refers to the polarisation;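 also: polarization taken with two DNA probes labelled with fluorescein and Texas red; potency is read from the fitted curve at half-maximal effect; % of control where 0% means no effect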
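His-tagged ERG Ets domain (1 uM in the protein solution; 300mM KCl, 50mM Tris-HCl, 1mM EDTA, 1mM DTT, pH 7.5) received compound, then a probe mix of 5 nM fluorescein-DNA and 100nM Texas-615-DNA. Fluorescence polarization was read for both dyes.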
G9a block: blocks human histone lysine methyltransferase G9a; G9a H3K9 monomethylation, AlphaScreen, 2 h; Potency, µM (highest dose often 102 µM), inactives show at the highest dose activity, negative = inhibition, hits mostly inhibitors; 350,000 tested, 8.8% active; also: potency is read from the fitted curve at half-maximal effect; % is scaled to controls: 0 for no effect and ±100 for the full control effect; nearly all actives have a fitted effect of over 75% in size
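Step 1: enzyme (final 20 nM) with compound, 15 min RT. Step 2: substrate peptide 500 nM and SAM 20 uM, 2 h RT. Step 3: anti-H3K9me1 antibody and AlphaScreen beads, 10 min, then plate read.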
PI4K2A inh: PI4K2A (human) kinase inhibition | 420,000 tested, 0.13% active | activity change, negative = inhibition, % at 76.9 µM | AID 1346378 | Q9BTU6 | purified PI4K2A, ADP-Glo luminescence, 1 h; stronger effect = lower value; in the data active = activity change below about -50%; inconclusive = mostly about -30% to -49%;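 also: -100% = wells without enzyme as full effect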
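In this quantitative HTS, ADP production by PI4K2A was quantified luminescently after 1 h at ambient temperature; 100 microM adenosine served as plate-quality control.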
BAZ2B block: inhibitors of human BAZ2B bromodomain; Q9UIF8; AlphaScreen BAZ2B-H3K14Ac peptide displacement; Potency, µM (series often up to 114 µM), for the others: at the top dose activity change, negative = inhibition, actives largely listed as inhibitors; 360,000 tested, 4.4% active; also: potency is read from the fitted curve at half-maximal effect; % is scaled to controls: 0 for no effect and ±100 for the full control effect; nearly all actives have a fitted effect of over 60% in size
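Protein-peptide AlphaScreen: BAZ2B 50 nM, b-H3K14Ac 50 nM, 1x PBS pH 7.4 + 0.01% Tween-20. Preincubation 30 min RT; cpd 30 min RT (top 110 uM); beads 20 min RT, light-protected.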
GLS inhibitor: blocks human kidney-isoform glutaminase activity; O94925; GLS enzymatic activity, qHTS titration; Potency, µM (highest dose often 45.5 µM), inactives show at the top dose activity change, negative = inhibition, most hits filed as inhibitors; 410,000 tested, 0.21% active; also: potency is read from the fitted curve at half-maximal effect; % is scaled to controls: 0 for no effect and ±100 for the full control effect
Target sequence (O94925 whole entry, looked up, canonical isoform): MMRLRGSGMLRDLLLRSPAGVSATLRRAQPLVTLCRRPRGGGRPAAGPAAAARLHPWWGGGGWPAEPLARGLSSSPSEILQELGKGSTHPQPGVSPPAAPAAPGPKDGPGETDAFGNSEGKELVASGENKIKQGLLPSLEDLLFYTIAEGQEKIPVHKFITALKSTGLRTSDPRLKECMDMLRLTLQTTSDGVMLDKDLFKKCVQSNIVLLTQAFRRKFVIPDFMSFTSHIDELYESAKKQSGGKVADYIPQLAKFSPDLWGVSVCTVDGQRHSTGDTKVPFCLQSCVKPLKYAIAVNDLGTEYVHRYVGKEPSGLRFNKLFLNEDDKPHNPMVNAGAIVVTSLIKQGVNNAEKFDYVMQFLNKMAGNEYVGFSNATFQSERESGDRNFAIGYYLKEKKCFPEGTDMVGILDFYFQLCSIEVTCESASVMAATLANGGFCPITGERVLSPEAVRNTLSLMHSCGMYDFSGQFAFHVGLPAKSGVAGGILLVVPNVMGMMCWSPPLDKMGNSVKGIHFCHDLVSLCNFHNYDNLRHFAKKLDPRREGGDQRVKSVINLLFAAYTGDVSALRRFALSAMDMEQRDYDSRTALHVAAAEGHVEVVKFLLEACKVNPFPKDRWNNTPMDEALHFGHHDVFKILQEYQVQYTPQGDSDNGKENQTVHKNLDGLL
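Two-point fluorescence kinetic (t0, 30 min RT) for hKGA; glutamate detected via glutamate oxidase–HRP–Amplex Red. Substrate: 1 mM L-glutamine solution; buffer 45 mM KH2PO4, pH 8.2.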
The depositor's hits bear a star; i = inactive; ? = inconclusive; . = not tested or not shown; [ ] = dose if it differs, or a comment. Unless noted, calls follow the shape of the dose curve; as a rule, active = well fitted curve in the direction sought with a large enough effect; inconclusive = small, poorly fitted or top-dose-only effect, or another doubt; inactive = no such curve, though single readings can be large; an effect the other way counts as inactive or inconclusive.

SMILES	HP1b binding inh	Pin1 inh	Tb PGK inh	JMJD2A Tudor	ERG-DNA inh	G9a block	PI4K2A inh	BAZ2B block	GLS inhibitor
O=C(Nc1ccc(Br)cc1)N1CCc2ccccc2C1	71%[activator]	-6%	-12%	6%	2%	1%	-5	1%	-6%
CCCCNC(=O)c1ccc2c(c1)NC(=O)C(C(C)C)N2 (stereo unspecified)	37%	3%	11%	-10%	4%	?	-2	-3%	7%
O=C(CN1C(=O)NC(CCc2ccccc2)C1=O)NC1CC1 (stereo unspecified)	28%	3%	-1%	-11%	0%	4%	6	-27%	-1%
CCOC(=O)c1ccccc1NC(=O)COC	20%	4%	-4%	-6%	12%	-1%[59 µM]	-7	-5%	2%
CSc1ccc(CCNC(=O)C2=C(C)C(=O)OC23CCCCC3)cc1	30%	-6%	.	-3%	3%	1%[59 µM]	2	-10%	3%
COc1ccc(OC)c(/C=N/NC(=O)C(=O)NCc2cccnc2)c1	26%	3%	-2%	-11%	10%	134%[activator]	-2	21%	-2%
CCOC(=O)C1(Cc2ccc(O)cc2)NC(c2ccccc2F)C2C(=O)N(C)C(=O)C21 (stereo unspecified)	37%	-7%	-6%	11%	-3%	33%	-1	19%	21%
O=C(NCCCCCCNC(=O)OCc1ccccc1)OCc1ccccc1	16%	-1%	2%	-6%	-7%	.	1	.	-13%
CCOC(=O)CSc1nc(C2CC2)cc(-c2ccc(F)cc2)c1C#N	100%[activator]	10%	-2%	19%	-6%	4%[59 µM]	-3	25%	-2%
CCN(C(=O)c1cccs1)C1CCS(=O)(=O)C1 (stereo unspecified)	-18%	0%	2%	-9%	3%	-3%	2	-5%	1%
O=C1c2ccccc2CN1c1ccccc1	20%	0%	-15%	-12%	5%	-9%	-7	10%	0%
COc1ccc(C2=NO[C@@H]3C(=O)N(Cc4ccccc4)C(=O)[C@H]23)c(OC)c1	18%	-9%	-1%	-22%	-5%	-22%[12.7 µM]	1	-20%	0%
Cn1cc(Cl)c(C(=O)Nc2cnn(Cc3ccc(F)cc3)c2)n1	11%	-12%	-6%	-20%	4%	-6%[59 µM]	-1	-11%	3%
CC(=O)Nc1ccc(Nc2ccc(S(=O)(=O)C(F)(F)F)cc2[N+](=O)[O-])cc1	-37%	4%	-3%	?	8%	?	4	?	-24%
CCN1CCN(CC(O)COc2ccc(Cl)cc2)CC1 (stereo unspecified)	40%[activator]	0%	i	?	15%	-44%[59 µM]	2	?	6%
O=C(CCC(=O)N1CCOc2ccccc21)NCc1cccs1	23%	14%	-3%	7%	0%	?	2	-17%	4%
O=C(NCCc1ccccc1)C1CC1	18%	-6%	1%	-9%	-5%	-3%	-1	6%	11%
O=C(Cn1nc(-c2ccccc2)c2ccccc2c1=O)Nc1cccnc1	32%	2%	i	-16%[57.1 µM]	3%	-39%	0	?	1%
COc1cccc(-n2c(SCC(=O)NCC3CCCO3)nc3c(c2=O)SCC3)c1 (stereo unspecified)	34%	-10%	i	-5%	10%	8%	4	-6%	-3%
c1ccc(CN2CCN(c3nc4ccccc4c4ccccc34)CC2)cc1	46%[activator]	5%	-7%	-4%	1%	3%	3	-25%	-2%
CCOC(=O)C1=C(C)NC(SCC(=O)O)=C(C#N)C1c1ccco1 (stereo unspecified)	35%	2%	1%	?	-5%	?	1	-31%	22%
C(=C\c1ccco1)/c1ccc2ccccc2n1	?	19%	-30%	-5%	-5%	.	?	40µM*	1%
COc1ccc(C(CNC(=O)C(=O)NC2CCCCC2)N2CCN(C)CC2)cc1 (stereo unspecified)	23%	1%	-2%	-8%	3%	-26%[59 µM]	3	6%	2%
Cc1cc(C)cc(NC(=O)N2CCC3(CC2)Oc2ccccc2C(=O)N3Cc2ccccc2F)c1	12%	1%	.	-22%	0%	-23%[59 µM]	-1	2%	-13%
COc1ccccc1NC(=O)CC(NC1CCCCC1)C(=O)O (stereo unspecified)	11%	0%	i	-3%	-3%	50µM*	-6	-23%	10%

The final 2 records of the section before open the next one.
SMILES	HP1b binding inh	Pin1 inh	Tb PGK inh	JMJD2A Tudor	ERG-DNA inh	G9a block	PI4K2A inh	BAZ2B block	GLS inhibitor
Cc1cc(C)cc(NC(=O)N2CCC3(CC2)Oc2ccccc2C(=O)N3Cc2ccccc2F)c1	12%	1%	.	-22%	0%	-23%[59 µM]	-1	2%	-13%
COc1ccccc1NC(=O)CC(NC1CCCCC1)C(=O)O (stereo unspecified)	11%	0%	i	-3%	-3%	50µM*	-6	-23%	10%
Cc1cc(C)n(-c2ncc3c(n2)N(C)CCOC3=O)n1	17%	-3%	10%	-1%	1%	?	-9	10%	0%
COc1ccc(NC(=O)Cc2ccc(NC(=O)N3CCCCc4ccccc43)cc2)c(OC)c1	14%	1%	i	-33%	-4%	-9%[59 µM]	-1	-35%	5%
CCc1ccc(NC(=O)CSc2nnnn2C)cc1	53%[activator]	0%	-13%	-7%	17%	5%[59 µM]	-1	-2%	-2%
COC(Cc1n[nH]c(=S)n1-c1ccccc1)OC	26%	-3%	-8%	18µM*	-7%	-15%[59 µM]	-1	-5%	5%
C=CCn1c(C(CC)CC)nc2ccccc21	14%	5%	i	-5%	0%	16%	-19	-2%	0%
CC(=O)Nc1ccc(SCC(=O)Nc2oc(C)c3c(C)n[nH]c(=O)c23)cc1	50%[activator]	1%	3%	-7%	12%	50µM*	-6	1%	69%[activator]
CCn1cc(CN2N=C(C)CC2c2ccccc2)c(C)n1 (stereo unspecified)	8%	3%	-3%	-8%	-6%	-31%	-8	-14%	21%
CC1(C)CC(=O)C2=C(C1)N1CCCCC1CC2=O (stereo unspecified)	-1%	-4%	1%	-13%	-2%	-33%[59 µM]	2	8%	-1%
Cc1cccc(OCC(=O)N(Cc2ccco2)C2CCS(=O)(=O)C2)c1 (stereo unspecified)	53%	2%	i	-4%	-4%	11%	-7	7%	-6%
COc1ccc(/C(O)=C2/C(=O)C(=O)N(CCN(C)C)C2c2cccnc2)cc1OC (stereo unspecified)	1%	-5%	-2%	-7%	0%	?	-10	-9%	19%
CCOc1cc2c(cc1OCC)C(c1ccc(OC)c(OC)c1)N(c1ccc(C(=O)O)cc1)C(=O)C2 (stereo unspecified)	12%	0%	8%	-11%	0%	?	-11	-15%	-4%
CC1(C)Cc2nc(Cl)c(C#N)cc2CO1	-9%	-4%	i	-17%	-5%	-38%	-7	-3%	-6%
O=S(O)OC1CS(=O)(=O)CC1c1ccccc1 (stereo unspecified)	22%	-2%	-9%	-4%	3%	-10%	-1	0%	2%
O=[N+]([O-])c1ccccc1Oc1ccc(Cl)c2cccnc12	8%	-11%	3%	-17%	3%	-24%	5	-34%	-13%
CC1=CC(C)C(C(=O)O)C(C(=O)Nc2cccnc2)C1 (stereo unspecified)	23%	-4%	9%	-10%	8%	0%	-7	-36%	1%
CCCCCC(C)n1[nH]c(=O)cc1N (stereo unspecified)	34%[activator]	0%	-13%	-12%	5%	12%	-7	5%	4%
NC(=O)CSc1ccc(Br)cc1	-4%	-1%	-8%	-28%[57.1 µM]	-5%	2%[12.7 µM]	1	8%	-8%
CCC(C)(C)n1nnnc1C(C(C)C)N(Cc1cccnc1)Cc1ccco1 (stereo unspecified)	6%	-3%	-10%	-24%	19%	.	13	?	2%
CCOc1ncccc1C(=O)NNC(=O)CSc1ccc(Cl)cc1	36%	-2%	-7%	-8%	5%	.	4	.	-2%
CN(C)CCCNc1ncnc2sc(-c3ccccc3)cc12	?	-7%	i	5.6µM*	-2%	?	2	56µM*	3%
C=C(C)n1c(=O)[nH]c2ccccc21	53%[activator]	-12%	1%	2%	-7%	-9%	16	-4%	4%
CCC(C)NC(=O)c1n[nH]c(=O)c2ccccc12 (stereo unspecified)	14%	-2%	-3%	-6%[57.1 µM]	-4%	-10%[59 µM]	-4	23%	-5%
O=C(CCc1nnc(Cc2ccc3c(c2)OCO3)o1)N(CC1CCC1)CC1CCCO1 (stereo unspecified)	34%	0%	-6%	6%	6%	?	-3	-1%	-3%
COc1cccc(C2C3CN(C)CC=C3C(C#N)=C(N)C2(C#N)C#N)c1OC (stereo unspecified)	27%	?	-5%	-26%	-14%	-5%[12.7 µM]	-3	-8%	25%
CC1CCN(C(=O)CCN2C(=O)/C(=C/c3cccs3)SC2=S)CC1	?	?	2%	28µM*	12%	32µM*	-3	?	15%
Additional records:
SMILES	HP1b binding inh	Pin1 inh	Tb PGK inh	JMJD2A Tudor	ERG-DNA inh	G9a block	PI4K2A inh	BAZ2B block	GLS inhibitor
O=C(c1cnc2nc3ccccc3n2c1)c1cc(F)ccc1O	14%	34%[activator]	i	-13%	31%[activator]	.	-7	4%	4%
COC(=O)c1ccccc1NC(=O)Cn1cnc2c1c(=O)n(C)c(=O)n2C	26%	-5%	-10%	10%	7%	.	2	.	-13%
CCCc1ccc(OCCNC(=O)c2ccccc2Br)cc1	81%[activator]	-6%	-6%	30%	-10%	.	5	?	-7%
O=C(Cn1cc(C(=O)C2CC2)c2ccccc21)Nc1ccccc1Cl	-10%	-7%	-8%	-25%	0%	-9%	5	2%	-1%
COc1ccc(Cl)cc1NC(=S)Nc1cccc(C)c1	2%	2%	-2%	-12%	-1%	-2%[59 µM]	0	-8%	-3%
COc1cccc(NC(=O)CCCCCN2C(=O)[C@@H]3Cc4ccccc4CN3C2=O)c1	16%	-2%	-4%	-15%	-9%	-1%	2	-4%	-8%
Oc1ccc(-c2cccc(-c3ccc(O)cc3)n2)cc1	6%	4%	1%	-15%	-5%	-5%[59 µM]	1	-28%	3%
